# High-throughput results from PubChem BioAssay.
# NPYLR7 agonist: mosquito NPYLR7 agonism; activation, % at 10 µM; AID 1259423; HEK293T NPYLR7/Galpha15, GCaMP6s calcium fluorescence; hit rate 0.15% among 270,000; in the data active = activation above about 40%;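 also: 0% = vehicle and 100% = reference agonist at the receptor; some compounds past the cut are filed as inactive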
# hcGAS inh: human cGAS inhibition. Q8N884. AID 1259398. inhibition, % at 12.5 µM. hit rate 0.081% among 290,000. recombinant h-cGAS, ATP depletion, Kinase-Glo luminescence;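 also: 0% = vehicle reaction and 100% = reaction without DNA for no activity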
# Target sequence (Q8N884 whole entry, looked up): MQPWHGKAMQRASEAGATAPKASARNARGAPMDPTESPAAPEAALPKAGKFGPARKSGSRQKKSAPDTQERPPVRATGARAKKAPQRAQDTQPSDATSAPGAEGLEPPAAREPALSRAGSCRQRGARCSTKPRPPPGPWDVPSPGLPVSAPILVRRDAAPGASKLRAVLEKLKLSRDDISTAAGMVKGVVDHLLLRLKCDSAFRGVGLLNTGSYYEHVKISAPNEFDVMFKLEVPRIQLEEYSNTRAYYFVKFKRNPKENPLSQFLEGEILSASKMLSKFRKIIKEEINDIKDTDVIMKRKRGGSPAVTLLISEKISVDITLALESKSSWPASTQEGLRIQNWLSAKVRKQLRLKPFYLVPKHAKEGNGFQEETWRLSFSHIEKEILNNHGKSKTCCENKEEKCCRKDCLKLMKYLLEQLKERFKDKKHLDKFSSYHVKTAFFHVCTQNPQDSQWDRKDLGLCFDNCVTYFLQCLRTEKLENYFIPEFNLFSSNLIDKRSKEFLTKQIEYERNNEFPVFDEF
# mcGAS inh: blocks mouse cGAS activity; Q8C6L5; recombinant cGAS, Kinase-Glo ATP depletion luminescence; inhibition, % at 12.5 µM; hit rate 0.15% among 160,000; AID 1259399;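 also: 0% = negative control wells and 100% = reference inhibitor with no enzyme activity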
# * = called active by the depositor; nt = no result given; & = joins results of further samples. Rule as the data show it, unless noted: active = inhibition above about 40%; inactive = the rest. An unsorted share of the library (roughly 0.27% active in at least one column).
mol	mcGAS inh	NPYLR7 agonist	hcGAS inh
COc1ccc(C(=O)N(Cc2ccccc2)C2CCC(NC(=O)C3CCN(C(=O)C4CCCCC4)CC3)CC2)cc1 (stereo unspecified)	-7	4	-3
COCCn1c(=NC(=O)c2ccc3ncsc3c2)sc2cc(OC)ccc21	nt	4	-2
COc1cc2c(cc1OC)C(c1cccc(Cl)c1)N(C(=O)c1ccccc1C(F)(F)F)CC2 (stereo unspecified)	-4	10	-8
CCCC(C)(CO)NCc1c(F)cccc1N1CCCC1 (stereo unspecified)	nt	7	-4
COc1cc(-c2nc(C(N)=O)c3[nH]c(=O)n(-c4ccc(F)cc4)c3n2)cc(Br)c1O	-7	0	-5
CCCCc1ncc2c(n1)CCN(Cc1cccc(Cl)c1)C2=O	nt	-3	1
O=C(O)CCNC(=O)c1ccccc1	nt	-28	-1
CCN(CC)S(=O)(=O)c1c(C)nn(CCC2CCCCN2C)c1C (stereo unspecified)	nt	3	-2
CCn1c(CCNC(=O)CCc2ccsc2)n[nH]c1=S	nt	13	-10
CCCCC(=O)N1CCN(S(=O)(=O)c2cc3c(cc2Cl)NC(=O)CO3)CC1	nt	3	-10
O=C(c1cc(-c2ccccc2F)nc2cc(-c3ccccc3)nn12)N1CCN(c2cccc(Cl)c2)CC1	-7&-6	4&19	-5&-2
CCOc1ccc2nc(N3CCN(C(=O)C4=COCCO4)CC3)sc2c1	-8	-3	-7
COc1ccc(CN(CCc2c[nH]c3ccccc23)C(=O)CN(CC(C)C)C(=O)C2C[C@H]2c2ccccc2)cc1 (stereo partly specified)	-5	21	-7
O=c1c2nnn(Cc3ccc(Cl)cc3)c2ncn1Cc1ccc(C(F)(F)F)cc1	nt	7	-3
Cc1ccccc1-c1ccc(-n2cncc2C(=O)N2CCCC(C)C2)cc1 (stereo unspecified)	-7	1	-5
COCCN(Cc1csc(COc2ccccc2C(C)C)n1)C(=O)c1ccc(F)cc1	-3	4	1
Cc1ccc(C2=NN(C(=O)CN3CCCC3)C(c3cccn3C)C2)cc1C (stereo unspecified)	-5	-4	-4
O=C(c1ccc(Cl)c(F)c1)N1CCC(n2nc(-c3ccccc3)cc2-c2ccccc2)CC1	-7	7	-7
CC(C)c1ccc(CN2CCC2(C)C(=O)Nc2cccc3cccnc23)cc1 (stereo unspecified)	nt	3	-4
C=CCN(CC(=O)N1CCc2sccc2C1c1ccccc1)C(=O)c1cccc(Br)c1 (stereo unspecified)	-4	22	-9
COc1ccc(CNC(=O)CCn2cc([N+](=O)[O-])nc2C)cc1	nt	10	-1
Cn1c(=O)c2c(-c3ccc(Cl)cc3)c(Nc3ccccc3)oc2n(C)c1=O	-4	-6	0
CCCCCCOCCOCCOC(=O)N1CCC2(CC1)CC(=O)c1cc(Cl)c(C)cc1O2	-4	4	-5
CNc1ccc2ncc(-c3ccccc3F)n2n1	nt	-2	7
CC(=O)N1C(=O)C(=Nc2ccc(C)cc2O)c2cc(C)c(Br)cc21	-3	21	0
Cn1ccnc1CN(Cc1ccc(S(C)(=O)=O)cc1)C1CC1	-16	5	-3
COc1ncc(C(=O)N(Cc2cnn(C)c2)C(C)C)cn1	nt	11	-3
Cc1ccc(COC2CCCN(C(=O)c3ccco3)C2)cc1 (stereo unspecified)	-3	8	-1
CCCNc1ncc(CN2CCOC(Cc3cccc(F)c3)C2)cn1 (stereo unspecified)	nt	13	-4
Cc1cc2nc(-c3cccs3)cc(-c3nnc(SCc4c(F)c(F)c(F)c(F)c4F)n3C)c2cc1C	-9	-6	-10
CCNC(=O)OC1CN(C(=O)c2cc(C)oc2C)CCC(=O)N(C)c2ccccc21 (stereo unspecified)	-6	5	2
CCOc1ccc(N(Cc2nnc3n2CCCCC3)C(=O)Nc2ccc(OC)cc2)cc1	nt	5	-6
CCc1ccc(CNCC2CCCN2CC)cc1 (stereo unspecified)	nt	-15	2
Cc1ccc(C2(C(F)(F)F)Cc3nc4ccccc4n3C(=O)N2)cc1 (stereo unspecified)	nt	-3	2
Cc1ccc2nc(C)c(C(=O)N[C@@H](Cc3ccc(O)cc3)C(=O)O)cc2c1	nt	2	-4
COc1ccc(C2=NN(c3nc(-c4ccccc4)c4cc(C)ccc4n3)C(c3ccc([N+](=O)[O-])cc3)C2)cc1 (stereo unspecified)	-4	2	-4
O=C(CCc1ccccc1)N(Cc1nccn1Cc1cccc(Cl)c1)CC1CC1	-4	-16	-3
Cc1ccc(-c2nnc(SCc3c(C)noc3C)o2)cc1	-5	1	-1
CN1[C@@H](CCC(=O)N2CCN(c3ccccc3)CC2)CNC(=O)[C@H]2NCC[C@H]21	-7	-11	-5
COc1cccc(N2CCN(c3cc(Oc4cc(C)ccc4Cl)ncn3)CC2)c1	-7	-12	-1
C=CCn1c(SCc2nnc(-c3ccccc3)o2)nc2ccsc2c1=O	-8	6	-7
CCc1nc2c(c(=O)c3ccccc3n2C)c(=O)n1Cc1ccco1	nt	8	-3
CCn1c(SC(C)C(N)=O)nnc1-c1ccco1 (stereo unspecified)	nt	-2	15
COc1cccc2sc(N(Cc3cccnc3)C(=O)c3cc(C)nn3C)nc12	nt	5	-5
CN(C)S(=O)(=O)c1ccc(C(=O)Oc2cc(=O)[nH]c3ccccc23)cc1	nt	2	-1
COc1cc(CN2CCCn3cccc3C2c2ccccc2O)ccc1O (stereo unspecified)	-5	8	-5
C=CC[C@@H]1CC=C[C@@H](C)N1C(=O)c1nc2cccc(C)n2c1F	-13	2	-8
COc1cc2ccccc2cc1C(=O)N1CCNC(=O)C1C (stereo unspecified)	nt	-10	-5
Cn1c(SCc2nnc(-c3ccc(Cl)cc3)o2)nnc1-c1ccc(Cl)cc1	nt	3	4
CCOC(=O)c1cc(-c2ccc(N3CCN(C(=O)c4cccnc4SC)CC3)cc2)n(-c2ccc(OC)cc2)n1	1	nt	0
Cc1cc(OCC2CN(C(=O)c3ccc(C(F)(F)F)[nH]c3=O)CCO2)ccc1Cl (stereo unspecified)	-2	16	-7
Nc1cc(-c2ccc(Cl)c(Cl)c2)nn1-c1ccc(C(=O)NCc2ccco2)cc1	-4	1	-6
COc1cccc(NC(=O)CN2CN(c3ccccc3)C3(CCN(C(=O)c4cccs4)CC3)C2=O)c1	-5	2	-4
COc1ccc(C(=O)N2CCN(C(C(=O)NCc3cccnc3)C3CCCC3)CC2)c(OC)c1 (stereo unspecified)	-6	3	-2
CN(CCc1ccccn1)C(=O)CCC1CCCN(C(=O)c2cccc(N(C)C)c2)C1 (stereo unspecified)	nt	1	1
CC(C)C(CNC(=O)CN(C)S(C)(=O)=O)Nc1ccccc1 (stereo unspecified)	nt	0	-11

# (cont.)
mol	mcGAS inh	NPYLR7 agonist	hcGAS inh
Cc1nc2c(c(=O)c3ccccc3n2C)c(=O)n1C(C)c1ccccc1 (stereo unspecified)	nt	0	-7
Cn1nc(CO)c2c1CCN(c1ncnc3c1CCNC3)C2	nt	11	-4
CC(CNC(=O)CCc1nc2cc(S(=O)(=O)N3CCCCC3)ccc2n1C)c1ccccc1 (stereo unspecified)	-1	-2	2
Cc1ccc(Nc2cc(C)nc(N3CCN(C(=O)Nc4cc(C)ccc4C)CC3)n2)cc1	nt	11	-8
Nc1ncnc2oc(-c3ccccc3)c(-c3ccccc3)c12	-3	2	-2
Cc1csc(-c2cccc(NC(=O)NC(C)c3nncn3C)c2)n1 (stereo unspecified)	-13	-7	-5
O=C(c1ccc2nc(C3CCCCC3)oc2c1)N1CCC(Oc2cccnc2)CC1	nt	18	-7
CNC(=O)C(NC(=O)CNc1ccc(F)c(C)c1)c1ccccc1 (stereo unspecified)	nt	4	0
CCOC(=O)CNC(=O)N1CCCC(C(=O)c2cccc(C(F)(F)F)c2)C1 (stereo unspecified)	-15	24	-13
COc1cc2c(cc1OC)CN(C(=O)c1ccc(-c3cc(-c4ccc(Cl)cc4)[nH]n3)cc1)CC2	-9	-1	-10
O=S1(=O)C=CC(N2CCCCC2)C1 (stereo unspecified)	nt	-3	-4
COc1cc2c(cc1OC)C(CNC(=O)c1cccs1)N(C(=O)Nc1ccccc1F)CC2 (stereo unspecified)	0	-3	0
CN1CCC(N(Cc2ccccc2)C(=O)c2n[nH]c3c2CCC3)CC1	-7	7	-12
CNc1cccc(-c2cccc(C(=O)N(C)C)c2)n1	nt	3	-10
O=C(O)C(Cc1cnc[nH]1)N1C(=O)C2C3C=CC(C3)C2C1=O (stereo unspecified)	0	2	1
Cc1cccc(NC(=O)CC(=O)NCc2cccc3[nH]ccc23)c1C	-12	18	-7
Cc1ccc(C)c(C(=O)CN2C(=O)NC(C)(c3ccc(C(C)(C)C)cc3)C2=O)c1 (stereo unspecified)	nt	13	-4
Cc1ccccc1-c1nc(OCC(C)C)n[nH]1	nt	2	2
CCOc1ccccc1N1CCN(C(=O)c2cc(-c3ccc(OC)cc3)n3nc(C)c(-c4ccccc4)c3n2)CC1	-9	10	-7
Cc1nc2n(n1)C(=O)C(C(c1cccc(Br)c1)N1CCC(O)CC1)S2 (stereo unspecified)	-9	-4	-9
Fc1ccc(CN2C3=NCCN3c3ccccc32)cc1	nt	11	-10
CCc1ccc2nc(N3CCCN(C(=O)COC)CC3)cc(C)c2c1	nt	-13	-1
Cc1ccc(CSc2ncc(CO)n2CC(N)=O)cc1	nt	15	-6
CCc1nc(CN2CCN3CCN(C)CC3C2)c(C)[nH]1 (stereo unspecified)	nt	3	-6
NC(=O)C(NCC1SCCc2ccccc21)c1ccccc1 (stereo unspecified)	-16	0	-17
CN(c1nc(N)c2c(N)nc3c(c2c1C#N)CC(=O)N3Cc1cccs1)C1CCS(=O)(=O)C1 (stereo unspecified)	nt	3	-2
COc1ccccc1NC(=O)C(Sc1nnc2n1CCCCC2)C(C)C (stereo unspecified)	-18	-6	-9
COc1ccc(CCNC(=O)c2cc(-c3sc(C)nc3C)[nH]n2)cc1OC	-8	nt	-2
COc1cccc(OC)c1C(=O)Nc1c(C)nc2scc(C)n2c1=O	-7	11	-9
Cc1ccc(Cc2nsc(N3CCCC3C(=O)NCCC(c3ccccc3)c3ccccc3)n2)cc1 (stereo unspecified)	-5	0	-9
CCN(CC)c1ccc2cc(-c3nnc(Nc4cccc(C(F)(F)F)c4)s3)c(=O)oc2c1	nt	-7	7
O=S(=O)(c1ccc(Cl)cc1)c1nc(Nc2ccc(F)cc2F)sc1Cl	nt	3	-11
Cc1cc(C)nc(Nc2n[nH]c(-c3ccc(N)cc3)n2)n1	-6	-1	-21
C=C1C2CC[C@@]3(C)[C@H](c4ccoc4)OC(=O)C[C@]13O[C@H]1CC(=O)C(C)(C)[C@H](C(O)C(=O)OC)[C@@]21C (stereo partly specified)	-1	nt	1
CCc1nnc(-c2cc3ccccc3n2CC(=O)Nc2ccc(C)cc2)o1	-9	-4	-7
Cc1cccc(S(=O)(=O)NC(=O)C2(C)CCN2C(=O)c2cccc(F)c2)c1 (stereo unspecified)	nt	0	-5
CCC(=O)N(c1nnc(SC(C)C(=O)NC2CCCC(C)C2C)s1)C1CC1 (stereo unspecified)	nt	2	-4
O=C(c1cc2n(n1)CCNC2)N1CCCC1Cn1cccn1 (stereo unspecified)	-14	11	-8
O=C(O)c1cc(-c2ccco2)nn1-c1ccc(Cl)cc1	nt	16	-2
O=c1oc(-c2ccc(F)cc2)nn1Cc1cn2ccccc2n1	-15	4	2
C=CCn1c(=O)c2c(nc3n2CC(C)=NN3Cc2ccccc2F)n(C)c1=O	nt	-1	1
C/C=C/C(=O)N1CCCN(c2nc3cc(Cl)c(Cl)cc3nc2C(=O)OCC)CC1	-2	10	-8
CC(NC(=O)c1cc(C2CC2)n(C(C)(C)C)n1)c1ccccc1 (stereo unspecified)	-5	0	-7
Cc1[nH]cnc1CN1CCC(=O)NCC1C (stereo unspecified)	nt	-1	-4
CCOC(=O)CNc1c(-c2ccc(C(F)(F)F)cc2)nc2ccc(Br)cn12	-8	22	-7
O=C(c1cc(C(F)(F)F)cc(C(F)(F)F)c1)N(CC(=O)N1CCc2sccc2C1c1ccc(Cl)cc1Cl)CC1CCCO1 (stereo unspecified)	-4	14	-2
CC(C)c1cccc(OCc2nc(C(=O)NCc3ccco3)cs2)c1	-4	23	-1
COc1ccccc1OC1CN(Cc2ccc(C(=O)O)cc2)C1	nt	8	-7
Cc1nc2ccccn2c1P(=Nc1ccc([N+](=O)[O-])cc1)(N1CCOCC1)N1CCOCC1	nt	7	-13
CCOc1cc2c(cc1OCC)CN(Cn1nc(C3CC3)n(CC)c1=S)CC2	nt	5	-11
